# Runt-SMMHC FRET: inhibitors of human RUNX1 Runt domain binding to CBFb-SMMHC | hit rate 0.74% among 220,000 | Q01196+Q13951 | Cerulean-Runt/Venus-CBFb-SMMHC FRET ratio 530/480, 1 h | inhibition, % at 20 µM | AID 1434;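 active means mean inhibition across duplicate retests at 20 µM reaching about 50%, limit read from the data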;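 further: 0% = DMSO wells and 100% = wells with excess untagged CBFb-SMMHC; inhibitors lower the FRET ratio by blocking Runt binding to CBFb-SMMHC; some results filed as inactive read as strong as hits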
# Target sequence (Q01196 whole entry, looked up, the tested form may be a part): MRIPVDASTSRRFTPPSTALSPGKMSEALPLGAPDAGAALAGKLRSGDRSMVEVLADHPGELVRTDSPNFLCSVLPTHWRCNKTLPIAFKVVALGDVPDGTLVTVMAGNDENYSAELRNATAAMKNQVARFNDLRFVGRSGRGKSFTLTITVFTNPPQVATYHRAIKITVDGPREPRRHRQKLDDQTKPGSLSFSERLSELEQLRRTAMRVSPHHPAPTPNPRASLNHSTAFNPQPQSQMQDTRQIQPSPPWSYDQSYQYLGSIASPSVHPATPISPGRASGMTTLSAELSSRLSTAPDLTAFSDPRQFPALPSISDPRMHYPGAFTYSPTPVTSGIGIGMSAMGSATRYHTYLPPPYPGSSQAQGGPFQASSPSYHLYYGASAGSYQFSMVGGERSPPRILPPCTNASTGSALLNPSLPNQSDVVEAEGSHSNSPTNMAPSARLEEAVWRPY
# Target sequence (Q13951 whole entry, looked up, the tested form may be a part): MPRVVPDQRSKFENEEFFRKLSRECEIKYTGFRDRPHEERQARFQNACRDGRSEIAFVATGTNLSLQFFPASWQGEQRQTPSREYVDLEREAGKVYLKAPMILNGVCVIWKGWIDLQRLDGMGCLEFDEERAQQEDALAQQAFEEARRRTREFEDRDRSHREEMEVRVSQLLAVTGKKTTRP
# MDM2 E3 inh: Mdm2 E3 ligase (human) inhibition; Q00987; cell-based MDM2 ubiquitination luciferase reporter, 2 h; 0 = plate control, 100 = twice control, blank-subtracted; signal enhancement, % at 5 µM; hit rate 0.11% among 210,000; AID 1230;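 active means signal enhancement of 30% or more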;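 further: luminescence tracks abundance of the self-degrading MDM2-luciferase fusion protein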
#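 test system = mammalian cells stably expressing self-ubiquitinating, self-degrading MDM2 E3–luciferase fusion | quantity = 2000 cells/well | incubation = cell settling 4 h, compound treatment 2 h, both 37 °C | signal = luminescence with SteadyLite reagent, 15 min at room temperature | evaluation = % enhancement relative to plate controls after blank subtraction | benchmarks = plate controls and plate blanks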
# EBV gp42 block: inhibitors of Epstein-Barr virus glycoprotein 42 | Q1HVG2 | inhibition, % (tested at 21.74 µM) | hit rate 0.42% among 220,000 | Fluorescence polarization binding assay, mP read-out; in the data active means inhibition above about 50%
# Target sequence (Q1HVG2 whole entry, looked up): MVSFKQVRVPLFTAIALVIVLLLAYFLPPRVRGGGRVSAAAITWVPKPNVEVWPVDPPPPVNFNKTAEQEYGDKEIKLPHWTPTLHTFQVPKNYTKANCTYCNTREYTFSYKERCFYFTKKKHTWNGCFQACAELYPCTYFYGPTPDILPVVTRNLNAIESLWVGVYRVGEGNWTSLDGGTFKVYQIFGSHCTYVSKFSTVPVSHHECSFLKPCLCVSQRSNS
# PPC-1+TRAIL kill: PPC-1 cancer cell killing with TRAIL present; AID 1443; cell killing (% activity), % at 4 µM; PPC-1 cells + TRAIL, ATPLite viability luminescence; hit rate 0.41% among 220,000;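 active means cell killing above 50% in the first pass at 4 µM, then a duplicate retest at 5 µM averaging 50% or more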;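 further: plate controls were cells with TRAIL plus DMSO for no effect and medium-only wells lacking cells for full effect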
# TRPML3 agonist: human mucolipin-3 channel agonism; HEK293 TRPML3-YFP, Fluo-8 calcium fluorescence; 100% = the carbachol control signal; activation, % at 3 µM; hit rate 0.29% among 220,000; AID 1448;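 active means activation above its plate's cutoff, the mean activation of the plate's test wells plus 3 SD, cut at about 12% in these data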;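 further: 0% = DMSO only wells and 100% = carbachol wells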
#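 Test system: HEK293 cells stably carrying human TRPML3-YFP; Doses: single dose, 3 µM final nominal compound, 0.3% DMSO final; Schedule: dye loading 1 h 37 °C then 30 min ambient, 125 s read; Technique: Fluo-8 calcium fluorescence; Benchmarks: high control carbachol 87 µM, low control DMSO.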
# NCF1 inh: inhibitors of human p47phox binding; AID 1274; P14598; p47phox/p22phox peptide binding, fluorescence polarization, 2 h; inhibition, % at 24.7 µM; hit rate 0.53% among 220,000;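 active means inhibition above about 30%, limit read from the data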;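 further: 0% = p47phox with labelled peptide and 100% = labelled peptide alone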
# CHOP inh: inhibitors of CHOP induction in ER stress response | CHO-K1 CHOP-promoter luciferase, tunicamycin-induced, 15-18 h | hit rate 3.8% among 220,000 | inhibition, % at 10 µM;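 active means compounds that reduced the stress-induced luciferase reporter signal by more than about 70% of percent inhibition, limit read from the data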;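 further: 0% = tunicamycin plus vehicle and 100% = wells without tunicamycin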
# TRPN1 ag: zebrafish TRPN1 (NompC) channel agonism; HEK293 zebrafish TRPN1-YFP, Fluo-8 calcium fluorescence; 100% = response to 87 µM carbachol; AID 1424; hit rate 0.18% among 220,000; activation, % at 3 µM;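 active means activation above its plate's cutoff, the mean activation of test wells on that plate plus 3 SD, cut at about 19% in these data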;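 further: 0% = DMSO alone and 100% = 87 µM carbachol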
#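 Material: zebrafish TRPN1-YFP in HEK293 cells. Doses: one dose of 3 µM, 0.3% DMSO. Incubation: dye 1 h 37 °C plus 30 min RT. Measured by: intracellular calcium fluorescence with Fluo-8.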
# TNF death inh: TNF-alpha cell death inhibition in Jurkat FADD-/- cells; Jurkat FADD-/- TNF necroptosis rescue, ATP luminescence, 24 h; 0 = TNF only, 100 = no-TNF cells; activation (protection from cell death), % at 10 µM; hit rate 0.068% among 220,000;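 active means activation, meaning protection from cell death, of at least 50% relative to plate controls; inactive means activation below 50%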;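 further: necroptosis triggered by 40 ng/mL TNF-alpha added together with compound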
# An asterisk follows results filed as active; . = not tested or not shown.
# Preview:
SMILES,Runt-SMMHC FRET,MDM2 E3 inh,EBV gp42 block,PPC-1+TRAIL kill,TRPML3 agonist,NCF1 inh,CHOP inh,TRPN1 ag,TNF death inh
CC(C)N(C(=O)Cn1c(-c2ccccc2Cl)nc2ccccc21)c1ccccc1,2,-8,7,13,-0.1,-1,4,-0.4,-0.9
CC(C)=CC(=O)Nc1ccc(Cl)cc1,1,-1,-18,3,1.4,-2,-2,2.5,0.6
O=C(/C=C/c1cc([N+](=O)[O-])ccc1OC(F)F)NCc1ccc(F)cc1,-3,-2,-18,-16,-0.7,-19,53,-1.4,1.6
Cn1c(C(=O)O)ccc1S(=O)(=O)N(Cc1ccccc1)Cc1ccccc1,-2,-12,0,9,0.4,0,3,-0.2,2.6
CSc1ccccc1Sc1cc(C(=O)O)c2ccccc2n1,-3,-2,-14,-2,-0.6,-20,3,-0.5,1.3
Nc1nc(Cl)nc(N(c2ccccc2)c2ccccc2)n1,2,3,6,4,0.3,-3,15,-0.1,-1.0

# The listing, from the start:
SMILES,Runt-SMMHC FRET,MDM2 E3 inh,EBV gp42 block,PPC-1+TRAIL kill,TRPML3 agonist,NCF1 inh,CHOP inh,TRPN1 ag,TNF death inh
CC(C)N(C(=O)Cn1c(-c2ccccc2Cl)nc2ccccc21)c1ccccc1,2,-8,7,13,-0.1,-1,4,-0.4,-0.9
CC(C)=CC(=O)Nc1ccc(Cl)cc1,1,-1,-18,3,1.4,-2,-2,2.5,0.6
O=C(/C=C/c1cc([N+](=O)[O-])ccc1OC(F)F)NCc1ccc(F)cc1,-3,-2,-18,-16,-0.7,-19,53,-1.4,1.6
Cn1c(C(=O)O)ccc1S(=O)(=O)N(Cc1ccccc1)Cc1ccccc1,-2,-12,0,9,0.4,0,3,-0.2,2.6
CSc1ccccc1Sc1cc(C(=O)O)c2ccccc2n1,-3,-2,-14,-2,-0.6,-20,3,-0.5,1.3
Nc1nc(Cl)nc(N(c2ccccc2)c2ccccc2)n1,2,3,6,4,0.3,-3,15,-0.1,-1.0
COc1ccc(N2C(=O)/C(=C\c3ccco3)N=C2SCC(=O)NC(C)(C)C)cc1Cl,-10,10,-11,-2,-0.1,-51,7,-0.5,-0.1
Cc1nn(Cc2c(Cl)cccc2Cl)c(C)c1N,-1,.,-7,5,1.1,-8,8,-1.1,0.2
COc1ccc(NC(=O)Nc2ccc(F)c(F)c2)c(OC)c1,2,-13,3,-1,0.4,9,25,-0.3,4.1
Cc1ccc(C(=O)Nc2cccc(-c3cnc4ccccc4n3)c2)cc1,-2,-25,5,14,0.4,-8,60,-0.5,-3.6
CCOc1ccc(Cc2nnc(SCC(N)=O)n2C)cc1,-2,-12,-22,11,0.8,-14,-26,0.1,0.5
CC1=CC(=C(C#N)C#N)C=C(C)N1CCN1CCN(C(=O)Nc2ccc(Cl)c(Cl)c2)CC1,-10,6,-25,-7,0.9,-14,-26,2.2,3.4

# Five compounds out of the list, sorted by molecular weight, falling:
SMILES,Runt-SMMHC FRET,MDM2 E3 inh,EBV gp42 block,PPC-1+TRAIL kill,TRPML3 agonist,NCF1 inh,CHOP inh,TRPN1 ag,TNF death inh
CC(C)N(C(=O)Cn1c(-c2ccccc2Cl)nc2ccccc21)c1ccccc1,2,-8,7,13,-0.1,-1,4,-0.4,-0.9
Cn1c(C(=O)O)ccc1S(=O)(=O)N(Cc1ccccc1)Cc1ccccc1,-2,-12,0,9,0.4,0,3,-0.2,2.6
Cc1ccc(C(=O)Nc2cccc(-c3cnc4ccccc4n3)c2)cc1,-2,-25,5,14,0.4,-8,60,-0.5,-3.6
CSc1ccccc1Sc1cc(C(=O)O)c2ccccc2n1,-3,-2,-14,-2,-0.6,-20,3,-0.5,1.3
CC(C)=CC(=O)Nc1ccc(Cl)cc1,1,-1,-18,3,1.4,-2,-2,2.5,0.6

# (more compounds)
SMILES,Runt-SMMHC FRET,MDM2 E3 inh,EBV gp42 block,PPC-1+TRAIL kill,TRPML3 agonist,NCF1 inh,CHOP inh,TRPN1 ag,TNF death inh
Cc1c(/C=C2\SC(=O)N(CC(=O)Nc3ccc4c(c3)OCO4)C2=O)c2ccccc2n1C,21,-13,-6,2,0.8,-44,-9,-0.7,-0.7
O=C(O)C(=O)Cc1c[nH]c2ccccc12,4,2,-44,0,1.0,-22,-9,1.8,-1.8
CC(=O)Nc1ccccc1NC(=O)c1cccc2ccccc12,-1,3,-8,12,0.3,6,7,-0.1,1.9
COc1ccc(/C=C/C(=O)Nc2ccc(N3CCOCC3)cc2)cc1,-3,4,1,6,0.7,-15,17,2.1,-0.6
CCOc1ncccc1C(=O)Nc1ccc(-c2cn3ccsc3n2)cc1,8,-6,-4,5,0.2,-1,39,2.0,3.3
CCNC(=O)CC1C(=O)N(CC)C(=S)N1NC(=O)c1cccnc1 (centres undefined),-1,16,-10,10,0.7,3,4,2.6,-0.8
CCOc1ccc2nc(NC(=O)c3c([N+](=O)[O-])cnn3CC)sc2c1,2,0,-17,-1,0.8,-6,19,1.6,1.5
Cc1cccc(C)c1OCCCN1CCCC1,0,-17,-10,5,0.3,-10,15,-0.8,1.2
O=C(CNC(=O)c1ccc(Cl)cc1Cl)OCC(=O)c1ccc2c(c1)OCCO2,-17,-14,5,1,0.3,-5,23,-0.2,0.4
COc1ccc2c(c1)CCc1sc(NC(=O)c3ccco3)nc1-2,-1,-11,-3,13,0.6,-7,9,-0.5,-0.5
C1=C(N2CCOCC2)/C(=C/c2nc3ccccc3[nH]2)CC1,-18,-17,41,19,.,-18,-11,.,.
CCC(C(=O)Nc1ncccn1)(C(F)(F)F)C(F)(F)F,1,-16,-14,-7,0.5,-13,-12,2.9,0.0

# Overlap with the part before: two compounds, then new ones.
SMILES,Runt-SMMHC FRET,MDM2 E3 inh,EBV gp42 block,PPC-1+TRAIL kill,TRPML3 agonist,NCF1 inh,CHOP inh,TRPN1 ag,TNF death inh
C1=C(N2CCOCC2)/C(=C/c2nc3ccccc3[nH]2)CC1,-18,-17,41,19,.,-18,-11,.,.
CCC(C(=O)Nc1ncccn1)(C(F)(F)F)C(F)(F)F,1,-16,-14,-7,0.5,-13,-12,2.9,0.0
Cc1ccc(OCc2nnc(SCC(=O)NC3CCCCC3)n2C)cc1,-2,0,-20,2,.,-3,4,.,.
C=CCn1cnc2c(nnn2-c2ccc(Cl)cc2)c1=O,0,-2,1,9,-0.1,4,18,-1.4,-0.6
O=C(Nc1cccc(-c2cnc3ccccc3n2)c1)c1ccc(Cl)cc1,-8,-16,0,16,0.7,-2,60,1.5,-1.2
O=C(O)CSCC(=O)Nc1cccc(C(F)(F)F)c1,9,-5,-10,12,1.1,-6,-4,-1.4,0.2
CCc1ccc(C(=O)CN2C(=O)C(C)N(c3ccc(C)cc3)C2=O)cc1 (centres undefined),-1,-10,-9,25,0.6,-11,37,0.0,0.6
CCOc1cccc2cc(C(=O)Nc3cc(C)on3)c(=O)oc12,-4,1,3,-9,0.5,-24,-21,0.6,-2.1
Cn1cc(C(c2ccccn2)c2cn(C)c3ccccc23)c2ccccc21,4,-16,2,12,0.0,-30,78*,1.3,0.3
Cc1cc(C(F)(F)F)n2nc(-c3sccc3-n3cccc3)cc2n1,0,-20,49,-5,0.1,-2,15,0.9,-1.9
COc1cccc2c(O)cc(=O)n(C)c12,3,-1,-4,-9,0.7,-3,16,0.9,1.4
N#C/C(=C/c1ccc(-c2ccc(S(N)(=O)=O)cc2)o1)C(=O)Nc1ccccc1,-57,-7,-139,-5,0.2,-11,39,3.5,5.2
O=C(C1CC(c2ccccc2O)=NO1)N1CCCCC1 (centres undefined),-5,-17,-2,25,0.6,4,-24,0.4,4.7
COc1ccc(S(=O)(=O)N2CCN(c3cc(-c4ccccc4)nc4ncnn34)CC2)cc1,1,-16,-23,4,0.6,-7,60,1.5,-9.2
CC(=O)c1ccc(OCC(O)CN2CCN(c3ccccn3)CC2)cc1 (centres undefined),-3,-20,-4,3,1.0,-14,6,2.5,1.3
CCOC(=O)c1c(NC(=O)CSc2nnc(-c3c[nH]c4ccccc34)n2CCOC)sc2c1CCCCC2,1,.,1,-12,0.9,-9,6,-0.7,0.2
O=C(Nc1nc2ccccc2s1)NC1CCCCC1,0,-34,1,33,0.8,0,-7,0.7,13
O=C1C(NS(=O)(=O)c2cccs2)=C(N2CCN(c3cccc(Cl)c3)CC2)C(=O)c2ccccc21,-2,-9,-2,-16,0.0,-6,73*,-0.1,-6.3
Cc1cccc(-c2nc3c(c(SCC(=O)N(C)C)n2)CCCC3)c1,-9,1,0,20,0.1,14,-3,0.4,0.9
COc1cc(C(c2sc3nc(C)nn3c2O)N2CCN(c3ccccc3)CC2)cc(OC)c1OC (centres undefined),-2,-4,3,10,0.9,-7,8,-0.8,1.2
CCN(CC)S(=O)(=O)c1cccc(NC(=O)COc2ccc(C#N)cc2OC)c1,-2,-3,-13,7,1.2,-7,34,2.5,2.1
CCn1cnc2sc(C(=O)N3CCN(Cc4ccc5c(c4)OCO5)CC3)c(C)c2c1=O,0,-10,5,7,1.4,85*,17,3.9,-0.2
CS(=O)(=O)c1ncc(CO)n1Cc1ccccc1,-4,-10,-10,20,-0.1,3,1,0.6,-0.3
CCN(CC)CC(=O)N1c2ccccc2CCc2ccc(NC(=O)c3cc(OC)c(OC)c(OC)c3)cc21,4,-11,-16,6,0.9,-18,-4,1.8,-4.8
S=c1[nH]nc(Nc2cccc(Cl)c2)s1,48,-4,-18,14,0.4,-2,19,0.9,1.2
O=C(OCC(F)(F)C(F)F)c1ccccc1C(=O)Oc1ccc(F)cc1F,-1,0,-14,15,-1.0,-6,18,-0.9,-0.4
c1ccc(-c2c[n+]3c(n2-c2ccccc2)CCC3)cc1,-7,-10,-1,0,1.3,3,-38,-0.1,-2.4
CC(Sc1nc2cc(Cl)ccc2s1)C(=O)Nc1ccc2c(c1)OCO2 (centres undefined),-1,9,-6,2,0.2,-13,-6,0.1,1.4
CCCn1c(SCC(=O)NC(C)C23CC4CC(CC(C4)C2)C3)n[nH]c1=O (centres undefined),3,-23,-1,-4,1.0,-3,33,-0.2,1.0
Cn1nc(C(F)(F)F)c(-c2ccc(Br)cc2)c1NC(=O)CSCC(=O)O,2,-11,-8,-3,0.4,-4,-16,0.5,2.3
CSc1cccc(NC(=O)C2CCCN2S(=O)(=O)c2ccc(Br)s2)c1 (centres undefined),2,-9,4,19,-0.2,-17,21,-1.6,0.1
Cc1ccc(C(=O)Cn2cccn2)cc1,0,4,-2,3,1.0,-3,-9,0.4,-0.2

# Source: PubChem BioAssay (several laboratories)
